EZH2 inh: EZH2 (human) methyltransferase inhibition | Q15910 | PRC2 H3K27 methylation, DELFIA TRF, 1 h | inhibition, % at 12.5 µM | hit rate 0.35% among 57,000;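 active means mean inhibition of replicates at least 50% and every single replicate also reaching 50%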;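 further: dimethyl H3K27 on biotinylated H3 21-44 peptide detected by antibody; plate controls were median neutral control wells for no effect and median positive control wells for full effect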
Target sequence (Q15910 whole entry, looked up): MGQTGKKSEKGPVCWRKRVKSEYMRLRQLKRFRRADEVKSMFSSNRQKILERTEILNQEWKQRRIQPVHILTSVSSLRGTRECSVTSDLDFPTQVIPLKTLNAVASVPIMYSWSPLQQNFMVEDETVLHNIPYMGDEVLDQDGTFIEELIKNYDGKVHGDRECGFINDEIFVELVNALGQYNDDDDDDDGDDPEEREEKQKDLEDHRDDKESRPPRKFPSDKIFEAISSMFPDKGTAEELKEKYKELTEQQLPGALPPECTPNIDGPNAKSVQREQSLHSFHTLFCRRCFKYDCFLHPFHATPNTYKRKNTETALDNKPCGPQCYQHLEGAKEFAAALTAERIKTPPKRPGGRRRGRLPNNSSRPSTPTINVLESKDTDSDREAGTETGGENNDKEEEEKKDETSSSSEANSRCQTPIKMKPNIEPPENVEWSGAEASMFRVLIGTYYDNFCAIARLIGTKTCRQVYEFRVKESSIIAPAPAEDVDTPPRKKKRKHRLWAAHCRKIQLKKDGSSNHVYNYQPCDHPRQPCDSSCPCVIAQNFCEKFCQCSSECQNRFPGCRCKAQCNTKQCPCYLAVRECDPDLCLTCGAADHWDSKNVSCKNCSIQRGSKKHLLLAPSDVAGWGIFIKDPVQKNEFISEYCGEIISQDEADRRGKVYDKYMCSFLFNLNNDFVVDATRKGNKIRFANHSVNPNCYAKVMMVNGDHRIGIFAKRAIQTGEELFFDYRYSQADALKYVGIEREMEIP
IDH1 mut inh: inhibitors of human IDH1 R132H; inhibition, % at 10 µM; O75874; IDH1 R132H reductase, diaphorase/resazurin fluorescence, 60 min; hit rate 0.18% among 70,000; in the data active means inhibition above about 34%;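 further: 0% = DMSO and 100% = no enzyme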
Active calls of the source: *; / = no result given; & = joins results of further samples.

SMILES	EZH2 inh	IDH1 mut inh
C[C@H](CO)N1C[C@H](C)[C@H](CN(C)Cc2ccccc2)OCCCC[C@H](C)Oc2ccc(NC(=O)c3ccccc3)cc2C1=O	/	-1.5
Cc1noc(C)c1NC(=O)Nc1cccc2c1O[C@H](CN(C)CC1CC1)[C@@H](C)CN([C@@H](C)CO)C2=O	/	0.9
C[C@@H]1CN([C@H](C)CO)C(=O)c2cc(NS(=O)(=O)c3ccc(F)cc3)ccc2O[C@@H]1CN(C)S(=O)(=O)c1ccc(Cl)cc1	/	0.2
CN1CCN(C(=O)C[C@H]2C[C@@H]3c4cc(NC(=O)Nc5ccc(F)cc5)ccc4O[C@@H]3[C@H](CO)O2)CC1	-15	-0.5
COc1ccc(S(=O)(=O)Nc2cccc3c2O[C@@H](CN(C)Cc2ccc4c(c2)OCO4)[C@@H](C)CN([C@@H](C)CO)C3=O)cc1	-16	-5.6
CC1(C)CC(NC(=O)C(=O)NCC2COc3ccccc3O2)CC(C)(C)N1 (stereo not given)	-1	0.4
C[C@H]1CN([C@@H](C)CO)C(=O)c2cc(C#CC3CC3)cnc2O[C@H]1CN(C)C(=O)c1ccccc1	-15	0.9
O=C(Cn1c(=O)oc2ccccc21)Nc1ccc(S(=O)(=O)N2CCCCC2)cc1	25	0.3
O=C(O)C[C@@H]1CC[C@@H](NC(=O)Nc2ccccc2)[C@H](CO)O1	12	0.2
C[C@@H]1CN([C@H](C)CO)C(=O)c2cc(NC(=O)CCN3CCOCC3)ccc2O[C@@H]1CN(C)S(C)(=O)=O	2	1.7
C[C@H](CO)N1C[C@H](C)[C@@H](CN(C)Cc2ccccc2)Oc2ccc(N(C)C)cc2CC1=O	-3	-1.3
CC(=O)OC1C(=O)C2(C)C(O)CC3OCC3(OC(C)=O)C2C(OC(=O)c2ccccc2)C2(O)CC(OC(=O)C(O)C(NC(=O)c3ccccc3)c3ccccc3)C(C)=C1C2(C)C (stereo not given)	/	1.0
Cc1cccc(OCC(=O)Nc2cccc(-c3nc4ccccc4s3)c2)c1C	7	0.3
C[C@H](CO)N1C[C@H](C)[C@H](CN(C)C(=O)Nc2ccc3c(c2)OCO3)Oc2ccc(NS(=O)(=O)c3ccccc3)cc2CC1=O	/	-3.7
O=C(C[C@@H]1C[C@@H]2c3cc(NC(=O)CC4CC4)ccc3O[C@@H]2[C@@H](CO)O1)NCCc1ccccc1	0	0.9
CC1(C)CC[C@@]2(C(=O)O)C(C1)C1=CCC3[C@@]4(C)CC[C@H](O)C(C)(C)C4CC[C@@]3(C)[C@]1(C)C[C@H]2O (stereo not given in full)	-1	0.0
C[C@@H]1CN([C@@H](C)CO)C(=O)c2cc(NS(=O)(=O)c3cn(C)cn3)ccc2O[C@@H]1CN(C)Cc1ccccc1	5	0.4
CO[C@@H](CN(C)C(=O)Nc1ccc(F)cc1)[C@H](C)CN(Cc1ccccc1Cl)[C@@H](C)CO	-3	-0.6
C[C@@H]1CN([C@@H](C)CO)C(=O)c2cc(C#CC3(O)CCCC3)cnc2O[C@@H]1CN(C)C(=O)Cc1ccccc1	-5	-0.9
COC(=O)CN(c1ccc2c(c1)OCCO2)S(C)(=O)=O	-5	0.2

Exported with two lines to a compound: three of the compounds above.
Below each compound – EZH2 inh | IDH1 mut inh
> C[C@H](CO)N1C[C@H](C)[C@H](CN(C)C(=O)Nc2ccc3c(c2)OCO3)Oc2ccc(NS(=O)(=O)c3ccccc3)cc2CC1=O
  / | -3.7
> O=C(C[C@@H]1C[C@@H]2c3cc(NC(=O)CC4CC4)ccc3O[C@@H]2[C@@H](CO)O1)NCCc1ccccc1
  0 | 0.9
> CC1(C)CC[C@@]2(C(=O)O)C(C1)C1=CCC3[C@@]4(C)CC[C@H](O)C(C)(C)C4CC[C@@]3(C)[C@]1(C)C[C@H]2O (stereo not given in full)
  -1 | 0.0

Next part.
SMILES	EZH2 inh	IDH1 mut inh
COCCNS(=O)(=O)c1ccc(Cl)c(Cl)c1OC	/	-0.7
CCCNC(=O)Nc1ccc2c(c1)OC[C@H](C)N(Cc1cncnc1)C[C@H](C)[C@H](OC)CN(C)C2=O	-2	0.0
O=C(C[C@H]1C[C@H]2c3cc(NS(=O)(=O)c4ccc(F)cc4)ccc3O[C@H]2[C@H](CO)O1)NC1CCCC1	3	-0.2
C[C@@H]1CN([C@H](C)CO)C(=O)c2cccc(NC(=O)Nc3ccc(C(F)(F)F)cc3)c2O[C@@H]1CN(C)S(C)(=O)=O	/	-0.2
O=C(CSc1nc(-c2ccccc2)cc(C(F)(F)F)n1)N1CCCc2ccccc21	34	-0.6
COc1ccc(S(=O)(=O)N(C)C[C@H]2OCCCC[C@@H](C)Oc3ccc(NC(=O)Nc4ccc(C(F)(F)F)cc4)cc3C(=O)N([C@H](C)CO)C[C@@H]2C)cc1	/	0.3
CO[C@H]1CN(C)C(=O)c2ccc(NS(C)(=O)=O)cc2OC[C@@H](C)N(CC2CC2)C[C@@H]1C	-9	0.2
COc1ccc(C(=O)Nc2ccc3c(c2)OC[C@H](C)N(C(C)=O)C[C@H](C)[C@H](OC)CN(C)C3=O)cc1	-12	-0.2
Cc1ccc(S(=O)(=O)Nc2ccc3c(c2)C(=O)N([C@@H](C)CO)C[C@@H](C)[C@H](CN(C)C(=O)CCCN(C)C)OCCCC[C@H](C)O3)cc1	/	0.3
COc1cccc(C(=O)Nc2ccc3c(c2)OC[C@H](C)N(C(=O)C2CCCC2)C[C@H](C)[C@H](OC)CN(C)C3=O)c1	-14	-0.9
C[C@H](CO)N1C[C@H](C)[C@H](CN(C)S(C)(=O)=O)Oc2ccc(NC(=O)Cc3cn(C)c4ccccc34)cc2C1=O	-4	-36
CC(C)CC#Cc1cnc2c(c1)C(=O)N([C@@H](C)CO)C[C@@H](C)[C@@H](CN(C)C(=O)Cc1ccccc1)O2	/	0.0
O=S(=O)(N[C@@H]1CC[C@H](CCn2cc(Cc3ccccc3)nn2)O[C@@H]1CO)c1ccccc1F	12	0.2
COc1ccc(CNC(=O)C[C@H]2C[C@@H]3c4cc(NC(=O)CC5CC5)ccc4O[C@@H]3[C@@H](CO)O2)cc1	-2	-0.2
COc1cc(/C=C/c2ccc(OC)cc2OC)cc(OC)c1	51*	0.0
CO[C@H]1CN(C)C(=O)c2cc(NC(C)=O)ccc2OC[C@H](C)N(Cc2ccccn2)C[C@@H]1C	3	0.2
CCCC(=O)Oc1ccc2[nH]c(C(=O)c3cc4ccccc4[nH]3)cc2c1	/	-0.7
Cc1ccc2nc(-c3ccc(C)c(NC(=O)COc4ccc([N+](=O)[O-])cc4)c3)oc2c1	9	0.1
CO[C@@H]1CN(C)C(=O)c2cc(NS(=O)(=O)c3ccccc3C)ccc2OC[C@H](C)N(C)C[C@@H]1C	-3	-0.4
CN(C)Cc1cn(CC[C@@H]2CC[C@H](NS(=O)(=O)c3ccccc3)[C@H](CO)O2)nn1	-1	0.0
COc1ccc(NC(=O)Nc2ccc3c(c2)[C@H]2C[C@@H](CC(=O)N4CCCCC4)O[C@H](CO)[C@H]2O3)cc1	-2	0.2
CO[C@@H]1CN(C)C(=O)c2ccc(NC(=O)C3CC3)cc2OC[C@@H](C)N(CCc2ccccc2)C[C@@H]1C	-6	0.0
OC1c2ccccc2-c2c3c(cc4c2C1NCC4)OCO3 (stereo not given)	-3	-0.3
COCC#Cc1ccc2c(c1)O[C@H](CN(C)S(=O)(=O)c1ccc(OC)cc1)[C@H](C)CN([C@H](C)CO)S2(=O)=O	0	0.1
Oc1ccc(CCCCC(CCc2ccc(O)cc2)O[C@@H]2OC[C@@H](O)[C@H](O)[C@H]2O)cc1 (stereo not given in full)	11	-0.4
COc1ccc(NC(=O)Nc2ccc3c(c2)[C@@H]2C[C@@H](CC(=O)N4CCOCC4)O[C@@H](CO)[C@@H]2O3)cc1	16	-0.2
O=C(Nc1ccc(Cl)c(C(F)(F)F)c1)C(Cc1ccccc1)N1C(=O)C2CCCCC2C1=O (stereo not given)	5	0.9
CCCNC(=O)Nc1ccc2c(c1)C(=O)N(C)C[C@H](OC)[C@H](C)CN[C@@H](C)CO2	-2	0.3
CC(=O)Nc1ccc(OCC(O)Cn2nc(C)nc2C)cc1 (stereo not given)	/	-1.1
O=C(Cc1ccccn1)NCC[C@@H]1CC[C@@H](NC(=O)CN2CCOCC2)[C@H](CO)O1	2	-0.1
O=C(NCC[C@@H]1CC[C@@H](NC(=O)C2CC2)[C@@H](CO)O1)c1cc(Cl)cc(Cl)c1	-5	-1.0
C[C@H](CO)N1C[C@H](C)[C@@H](CN(C)CC2CCOCC2)Oc2cc(C#Cc3ccccc3F)ccc2S1(=O)=O	24&6	1.9
CC(C)Sc1nc2sc3c(c2c2nnc(SCC(=O)c4ccccc4)n12)CCCC3	6	0.8
O=C(Nc1cc2ccccc2s1)Nc1ccc(F)cc1F	-10	/
C[C@H](CO)N1C[C@H](C)[C@@H](CN(C)Cc2ccc(C(F)(F)F)cc2)OCCCC[C@H](C)Oc2ccc(NS(=O)(=O)c3ccc(F)cc3)cc2C1=O	/	-13
COc1ccc(S(=O)(=O)N(C)C[C@H]2Oc3ccc(NC(=O)C4CC4)cc3CC(=O)N([C@H](C)CO)C[C@@H]2C)cc1	/	0.1
C[C@@H]1CN([C@@H](C)CO)C(=O)Cc2cc(NS(=O)(=O)c3cn(C)cn3)ccc2O[C@H]1CN(C)S(=O)(=O)c1cn(C)cn1	/	0.8
CCC(=O)N(C)C[C@@H]1Oc2ncc(-c3cccc(OC)c3)cc2C(=O)N([C@H](C)CO)C[C@@H]1C	21	-32
C[C@H]1CN([C@@H](C)CO)C(=O)c2cc(C#Cc3cccnc3)cnc2O[C@H]1CN(C)S(C)(=O)=O	1	7.2
COc1ccc(NC(=O)CSc2nnc(-c3ccc(NC(=O)c4ccc(C)cc4)cc3)n2C)cc1Cl	-16	0.6
C[C@H](CO)N1C[C@H](C)[C@@H](CN(C)Cc2ccc(C(F)(F)F)cc2)Oc2ccc(NC(=O)CCN3CCOCC3)cc2CC1=O	-13	1.2
COCC(=O)Nc1ccc2c(c1)OC[C@@H](C)N(C(=O)CC1CC1)C[C@@H](C)[C@@H](OC)CN(C)C2=O	-7	0.3
CCN(CC)C(=O)Oc1c(Br)cc(Br)c2ccc(C)nc12	19	-0.9
C[C@H](CO)N1C[C@H](C)[C@H](CN(C)S(=O)(=O)c2ccccc2)OCCCC[C@H](C)Oc2ccc(NC(=O)Nc3cccc4ccccc34)cc2C1=O	/	3.1
C[C@H]1CN([C@@H](C)CO)C(=O)c2ccccc2-c2ccccc2CO[C@H]1CN(C)S(=O)(=O)c1cccc(C#N)c1	4	/
C[C@@H]1CN([C@@H](C)CO)S(=O)(=O)c2ccc(C#CC3CCCCC3)cc2O[C@@H]1CN(C)Cc1cccnc1	15	/
C[C@@H]1CCCCO[C@H](CN(C)S(=O)(=O)c2ccccc2)[C@@H](C)CN([C@@H](C)CO)C(=O)c2cc(NC(=O)CCCN(C)C)ccc2O1	/	-0.8
CO[C@H](C(=O)N(C)C[C@@H]1OCc2ccccc2-c2c(n(C)c3ccccc23)C(=O)N([C@H](C)CO)C[C@H]1C)c1ccccc1	0	-0.6
C[C@@H]1CCCCO[C@@H](CN(C)S(=O)(=O)c2ccccc2)[C@@H](C)CN([C@@H](C)CO)C(=O)c2cc(NS(=O)(=O)c3ccccc3)ccc2O1	/	2.4
CC(C)n1nnc(CC(=O)NN)n1	-24	-0.2
Carrying on:
SMILES	EZH2 inh	IDH1 mut inh
O=C(N/N=C/c1cccnc1Cl)c1ccccc1O	4	/
CCCNC(=O)Nc1ccc2c(c1)C(=O)N(C)C[C@H](OC)[C@H](C)CN(Cc1ccccc1)[C@H](C)CO2	-3	0.1
O=C(C[C@H]1C=C[C@@H](NC(=O)C2CCC2)[C@@H](CO)O1)Nc1nccs1	-6	-0.2
CC1=C(C(=O)OC(C)C(C)(C)C)C(c2cccc(Br)c2)NC(=O)N1 (stereo not given)	19	-0.8
C[C@@H]1CN([C@@H](C)CO)C(=O)Cc2cc(NC(=O)c3ccncc3)ccc2O[C@@H]1CN(C)Cc1ccc(C(=O)Nc2ccccc2N)cc1	-11	-0.4
COc1cc2[nH]c3ccccc3c2cc1C	-4	0.2
O=C(Nc1ccc2c(c1)[C@H]1C[C@H](CC(=O)N3CCCCC3)O[C@@H](CO)[C@H]1O2)C1CCOCC1	-5	-0.2
Cc1cccc(S(=O)(=O)N[C@@H]2CC[C@@H](CCNS(=O)(=O)c3ccccc3F)O[C@@H]2CO)c1	-3	-0.3
CO[C@H]1CN(C)C(=O)c2cc(NC(=O)c3ccc(Oc4ccccc4)cc3)ccc2OC[C@H](C)NC[C@H]1C	-8	-0.4
COC(=O)c1ccccc1NC(=O)c1ccc(NC(=O)CSc2ccc(Cl)cc2)cc1	14	-0.1

Of the compounds above, these contain an aryl thioether with sulfur outside any ring:
SMILES	EZH2 inh	IDH1 mut inh
O=C(CSc1nc(-c2ccccc2)cc(C(F)(F)F)n1)N1CCCc2ccccc21	34	-0.6
CC(C)Sc1nc2sc3c(c2c2nnc(SCC(=O)c4ccccc4)n12)CCCC3	6	0.8
COc1ccc(NC(=O)CSc2nnc(-c3ccc(NC(=O)c4ccc(C)cc4)cc3)n2C)cc1Cl	-16	0.6
COC(=O)c1ccccc1NC(=O)c1ccc(NC(=O)CSc2ccc(Cl)cc2)cc1	14	-0.1

High-throughput results from PubChem.

Only part of the results is shown; rates above refer to the full screens.
